FN deposition inh = fibronectin deposition inhibition; AH1F fibroblasts, Alexa488-fibronectin deposition fluorescence, overnight; inhibition, % at 12.6 µM; AID 743247; hit rate 0.086% among 350,000;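 active = mean inhibition across replicates of 30% or more, regardless of how many single replicates reach that level; inconclusive = mean under 30% yet at least half of replicates reach 30%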;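 also: positive control wells lacked labelled fibronectin entirely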
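Schedule: 1 h cell adhesion before compound, then overnight fibronectin incubation; test system: AH1F fibroblast monolayer depositing Alexa488-labelled fibronectin into matrix; quantity: 10000 AH1F cells per well; probe or stimulus: fluorescent fibronectin at 24 nM final; signal: fluorescence, ex 485 nm, em 525 nm; evaluation: percent inhibition as loss of matrix-bound fibronectin fluorescence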
INS-1E GSIS act = GLuc luminescence reporter in INS-1E cells, primary screen for activators of glucose-dependent secretion of insulin; AID 743287; activation, % at 16.6 µM; INS-1E GLuc reporter insulin secretion, 2-3 h; hit rate 0.61% among 370,000;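 active = lowest replicate activation of at least 40%, so every replicate reaches that level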;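 also: 0% = median of neutral control wells and 100% = median of IBMX positive control wells; some compounds called inactive have numbers as strong as hits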
miR122 inh = inhibitors of miR-122 in Huh7 cells | Huh7 miR-122 Renilla luciferase sensor, 48 h; neutral wells = 0, positive control = 100 | activation (reporter increase), % at 12.5 µM | hit rate 0.3% among 340,000 | AID 602342;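 active = mean replicate activation score at least 90 and every replicate individually at or above 90; inconclusive = only one of the two criteria met; inactive = neither criterion met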;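 also: higher luciferase means less miR-122 activity so hits act as miR-122 inhibitors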
PAX8 inh HTS = inhibitors of PAX8 transcriptional activity in RMG-I cells | AID 652154 | hit rate 1.2% among 360,000 | RMG-I TPO-luciferase reporter, SteadyGlo, 24 h | inhibition, % at 12.6 µM;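 active = mean replicate inhibition at least 60% with every replicate also reaching 60%; inconclusive = only one of the two criteria is met; inactive = mean below 60% and not all replicates reaching 60%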;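 also: luciferase light reporting Pax8 driven TPO promoter activity; plate controls were median of neutral control wells for no effect and mitoxantrone controls for full effect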
F508del corr = CFTR F508del correction in bronchial cells; hit rate 0.36% among 350,000; CFBE cells, YFP halide quenching; stimulated with forskolin plus potentiator P3; % fluorescence drop versus neutral controls; activity (quench increase), % at 7.58 µM;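 active = mean added fluorescence quench of at least 8% versus neutral control, with both replicates also reaching 8%; inconclusive = only one of the mean or replicate conditions met; inactive = mean below 8% and not both replicates reaching 8%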;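 also: cells transiently co-express mutant CFTR-F508del with the halide-sensitive YFP; corrector assay measuring rescue of mutant channel to the surface after 24 h compound exposure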
DENV2 CPE rescue = inhibitors of DENV2 cytopathic effect; DENV2-infected cells, cytopathic effect rescue, plate reader; CPE inhibition, % at 9.99 µM; hit rate 1.7% among 350,000; AID 651640; in the data active = CPE inhibition above about 20%, passing the limit was not always enough; inconclusive = no clear call, values can overlap the other calls; tested in BHK-21 cells;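 also: 0% = median of neutral control wells and 100% = median of positive control wells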
EWS-Fli block = EWS/Fli transcriptional activity inhibition | A673 NR0B1-luciferase reporter, viability-normalised | inhibition, % at 12.6 µM | hit rate 0.67% among 350,000 | AID 651661;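 active = mean inhibition of at least 50% after viability correction, with every replicate also passing that limit; inconclusive = mean reaches 50% but only one of two replicates passes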;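 also: firefly luciferase signal divided by Alamar Blue viability fluorescence both relative to DMSO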
* = called active by the depositor; ? = inconclusive; . = not tested or not shown; & = joins results of further samples; [ ] = another dose, or the depositor's remark. No enrichment for hits, and some 3.9% of all compounds hit somewhere here.

SMILES,FN deposition inh,INS-1E GSIS act,miR122 inh,PAX8 inh HTS,F508del corr,DENV2 CPE rescue,EWS-Fli block
COCCNc1nc(N2CCCCC2)c2cnn(C)c2n1,8,3,-7,-10,0.4,-9,10
CN1c2ccc(-c3ccccc3)cc2[C@@H]2[C@@H](CCN2C(=O)c2ccc3c(c2)OCO3)[C@@H]1CO,9,-1,12[16.7 µM],13,2.0,-14,8
COc1ccc(C)cc1NC(=O)NNC(=O)c1cc2ccccc2cc1O,4,-53,.,-6,1.2,-6,.
O=C(O)CNc1nc(NCc2ccc(Cl)cc2)ccc1[N+](=O)[O-],-13,.,0,-22,1.3,3,-17
CC(C)CNC(=O)C1(C)CCCCCN1C(=O)c1cc2ccccc2s1 (stereo not drawn),-11,-13,3,2,-0.6,11,13
COc1ccc(C2CC(C(C)(C)C)=NN2c2ccc(S(N)(=O)=O)cc2)cc1 (stereo not drawn),-1,-9,-3,-26,3.8,-3,11
COc1ccc(CN(C)C[C@H]2Oc3c(NS(=O)(=O)c4ccc(F)cc4)cccc3C(=O)N([C@@H](C)CO)C[C@@H]2C)cc1,.,10,0[16.7 µM],-4,2.4,?,-4
C=CCn1c(CNC(=O)c2ccccc2F)nnc1SCC(=O)NC(C)c1ccccc1 (stereo not drawn),18,16,.,-4,0.8,-7,-3
Cc1c(NC(=O)CCc2ccc(S(=O)(=O)N3CCOCC3)cc2)c(=O)n(-c2ccccc2)n1C,0,-7,.,-25,0.3,-2,0
Cc1ccc(SCc2cc(=O)c3c(=O)n(-c4ccccc4)[nH]c3[nH]2)cc1,-2,-2,-2,15,-1.0,?,5
C[C@H](NC(=O)C[C@H]1C[C@@H]2c3cc(NC(=O)C4CCOCC4)ccc3O[C@@H]2[C@@H](CO)O1)c1ccccc1,.,8,-1[16.7 µM],4,1.1,9,-2
NS(=O)(=O)c1ccc(CCN=C(NS(=O)(=O)c2cccs2)c2ccccc2)cc1,1,20,.,5,-0.3,.,-3
COC(=O)C1=CN(c2ccc(F)c(F)c2)C=C(C(=O)OC)C1c1ccc([N+](=O)[O-])cc1,6,13,0,17,-0.3,-3,9
O=C(C[C@@H]1C[C@H]2c3cc(NC(=O)NC4CCCCC4)ccc3O[C@H]2[C@H](CO)O1)NC1CCCCC1,8&-12,4&-12,-1,-7,0.5,5,-8
CCNC(=O)C[C@@H]1CC[C@H]2[C@@H](COc3ccc(NC(=O)Nc4ccccc4C)cc3C(=O)N2C)O1,6,4,4[16.7 µM],4,0.1,-7,4
C[C@@H]1CCCCO[C@H](CN(C)Cc2ccncc2)[C@H](C)CN([C@@H](C)CO)C(=O)c2cc(NC(=O)Cc3ccccc3)ccc2O1,-2,-2,5[16.7 µM],6,1.5,-2,0
CC(C)c1onc(C(=O)Nc2cccc(Cl)c2)c1[N+](=O)[O-],15,-10,.,-6,-0.2,17,-4
CC1(C(=O)NS(=O)(=O)c2cccc(Cl)c2)CCN1C(=O)C1CCCCC1 (stereo not drawn),4,25,2,-12,-1.8,-6,-1
COc1ccc(NC(=O)N(C)C[C@@H]2OCCCC[C@@H](C)Oc3ccc(NC(=O)Nc4cccc5ccccc45)cc3C(=O)N([C@@H](C)CO)C[C@@H]2C)cc1,.,18,-5[16.7 µM],20,1.9,-1,-7
CC1Cc2ccccc2N1C(=O)Cn1c(=O)oc2cc(S(=O)(=O)NC3CCCC3)ccc21 (stereo not drawn),-5,.,52,17,0.5,-8,9
COc1cccc(C2=NN(C(C)=O)C(c3cccs3)C2)c1 (stereo not drawn),-4,25,8,-51,-2.0,4,-28
Cc1ccc(S(=O)(=O)Nc2cc(-c3ccc(Cl)cc3)nn2C)cc1,-14,-26,-6,13,1.0,2,18
CCOC(=O)C1=CCN(S(=O)(=O)c2ccc(C)cc2)C1c1ccc(C)cc1 (stereo not drawn),1,-6,-7,11,-3.7,-17,-1
CCOC(=O)c1c(NC(=O)COC(=O)CCNS(=O)(=O)c2ccccc2)sc(C(=O)NC)c1C,4,-2,7,-14,1.9,9,4
COc1cc(/C=N/NC(=O)c2ccc(-n3cccc3)cc2)ccc1O,1,-14,.,72*,.,.,.
S=C(NCC1CCCO1)N1CCN(c2ccc(Cl)c(Cl)c2)CC1 (stereo not drawn),-6,-17,.,56,-1.9,.,3
CC(C)CCNC(=O)C(c1ccncc1)N(CC1CCCO1)C(=O)Cn1nnc(-c2ccc(F)cc2)n1 (stereo not drawn),.,2,.,3,-1.8,.,2
O=C1C2CCCN2C(=O)N1CCCCN1CCN(c2cccc(C(F)(F)F)c2)CC1 (stereo not drawn),0,-12,1,6,2.4,-1,1
CCCCC(=O)Nc1nn(CC)c2nc3c(C)cccc3cc12,15,-2,.,0,-0.7,6,4
C[C@@H]1CN([C@@H](C)CO)C(=O)c2cc(-c3ccc(C#N)cc3)cnc2O[C@@H]1CN(C)C(=O)CN(C)C,0,-3,-9[16.7 µM],.,0.2,4,-12
O=C(Nc1ccc(Cl)cc1)Nc1ccccn1,8,-4,0,-154,0.1,0,-128
CN(C)C(=O)[C@@H]1[C@@H](CO)[C@@H]2Cn3c(ccc(C4=CCCCC4)c3=O)[C@H]1N2Cc1ccccc1F,.,2,12[16.7 µM],14,1.1,-6,-3
CC(C)C#Cc1cnc2c(c1)C(=O)N([C@H](C)CO)C[C@@H](C)[C@H](CN(C)C(=O)c1cccnc1)O2,-7,-4,8[16.7 µM],8,0.5,-2,-10
C[C@H](CO)N1C[C@H](C)[C@H](CN(C)S(=O)(=O)c2ccc(F)cc2)OCCCC[C@H](C)Oc2ccc(NS(=O)(=O)c3cn(C)cn3)cc2C1=O,-4,5,2[16.7 µM],-20,-0.1,-3,1
O=C(CN1CCN(Cc2ccc(F)cc2)C1=O)NCc1cccs1,-4,-2,-1,-1,-4.1,-1,-8
Cc1ccc(S(=O)(=O)Nc2cccc3c2O[C@@H](CN(C)C(=O)Nc2ccccc2)[C@H](C)CN([C@@H](C)CO)C3=O)cc1,.,1,4[16.7 µM],7,-3.9,.,-10
CCN(CC)S(=O)(=O)c1ccc(N2CCN(C)CC2)c(NC(=O)COc2ccc(F)cc2Cl)c1,-4,-38,5,.,-4.6,19,21
CN1C(=O)c2cc(NC(=O)C3CCCC3)ccc2OC[C@H]2O[C@H](CC(=O)O)CC[C@H]21,-10,1,15[16.7 µM],1,-2.1,-10,2
CC(=O)c1ccc(N2CCN(C(=S)Nc3ccccc3)CC2)cc1,-8,-17,4,.,.,.,.
Cc1cc(C(=O)COc2cccnc2[N+](=O)[O-])c(C)n1Cc1cccs1,.,6,7,-40,-2.2,-2,10
CC(C)NC(=S)NNc1nc2ccccc2s1,12,12,.,10,-1.5,-6,15
O=C(O)c1ccc(C=C(c2nc3ccccc3s2)c2nc3ccccc3s2)cc1,.,0,.,-4,1.8,.,0
Cc1cc2nc(-c3ccc(SCc4ccccn4)nc3)[nH]c2cc1C,-3,22,-27,-22,-0.4,-1,-107
CN(Cc1ccc(Cl)cc1Cl)C(=O)c1cccc(S(=O)(=O)NCc2ccccc2)c1,-13,.,41,13,2.8,?,-8
COc1ccc(S(=O)(=O)Nc2cccc3c2O[C@H](CN(C)S(=O)(=O)c2ccc(C)cc2)[C@@H](C)CN([C@H](C)CO)C3=O)cc1,.,3,4[16.7 µM],8,-6.8,8,2
CC(=O)Oc1ccc2oc(=O)c3c(c2c1)CCCN3C(=O)CN1CCOCC1,7,12,.,-10,-3.5,3,-9
C[C@H](O)C#Cc1cnc2c(c1)C(=O)N([C@H](C)CO)C[C@@H](C)[C@@H](CN(C)C(=O)Cc1ccccn1)O2,-1,19,-5[16.7 µM],.,0.0,13,-4
Cc1cc(C(=O)Nc2ccc3c(c2)C(=O)N(C)[C@@H]2CC[C@@H](CC(=O)O)O[C@H]2CO3)no1,-2,10,25[16.7 µM],6,1.3,2,-1
O=S(=O)(NC(=NCCc1ccc(Cl)cc1)c1ccccc1Cl)c1cccs1,-7,-12,.,-1,-1.6,3,-58
CS(=O)(=O)Nc1ccccc1C(=O)OCC(=O)N1CCC(c2ccccc2)=N1,5,-12,.,-14,-4.6,-10,-7
CCC(=O)Nc1ccc2nc(SCC(=O)N3CCCC3)sc2c1,.,6,-17,.,-0.3,0,-12
Cc1cc2cc(CCNC(=O)CCCc3ccccc3)c(=O)[nH]c2cc1C,-7,14,-3,10,0.7,-3,2
O=C(/C=C/c1ccc([N+](=O)[O-])s1)N1CCCCC1,.,-8,.,37,1.3,5,13
N#CCCN(Cc1cccnc1)C(=O)Nc1ccc(Cl)c(Cl)c1,7,.,-4,-2,.,.,.
Cc1noc(C)c1NC(=O)Nc1ccc2c(c1)C(=O)N([C@H](C)CO)C[C@H](C)[C@@H](CN(C)CC1CC1)OCCCC[C@@H](C)O2,.,6,2[16.7 µM],-43,-0.4,3,.
CCCNC(=O)N1C[C@@H](C)[C@@H](OC)CN(C)C(=O)c2ccc(NC(=O)C3CCC3)cc2OC[C@H]1C,0,3,.,2,-0.5,-3,-3

The list continues:
SMILES,FN deposition inh,INS-1E GSIS act,miR122 inh,PAX8 inh HTS,F508del corr,DENV2 CPE rescue,EWS-Fli block
COc1ccc(Cl)cc1NC(=O)CCS(=O)(=O)c1cc2c(cc1C)NC(=O)CO2,6,.,4,-1,4.0,6,0
COc1ccc2c3c(n(C)c2c1)[C@H](CO)N(CC1CC1)CC31CCN(C(=O)Nc2ccc(F)cc2F)CC1,24,-9,.,.,2.0,2,14
CC=Cc1ccc2n(c1=O)C[C@@H]1[C@@H](CO)[C@H](C(=O)NCCc3ccncc3)N(Cc3cncnc3)[C@H]21 (mixture of isomers),.,-3,7[16.7 µM],0,0.9,3,4
NCC[C@H]1CC[C@H](NC(=O)CCN2CCCCC2)[C@@H](CO)O1,6,12,.,-6,0.4,5,-5
Cc1cc(C)nc(N/N=C2/CCCC/C2=C\c2ccccc2)n1,-8,3,.,31,2.2,-2,?

High-throughput results as filed in PubChem BioAssay.
